TRHR agonist: qHTS for Small Molecule Agonists and Allosteric Enhancers of Human TRH Receptor: Primary Screen for Agonists; Thyrotropin-releasing hormone receptor (Homo sapiens), P34981; TRHR cells, calcium flux fluo-8, FDSS agonist mode; activation, % at 2 µM; hit rate 0.18% among 360,000; also: 0% is about no effect
Target sequence (P34981 whole entry, looked up): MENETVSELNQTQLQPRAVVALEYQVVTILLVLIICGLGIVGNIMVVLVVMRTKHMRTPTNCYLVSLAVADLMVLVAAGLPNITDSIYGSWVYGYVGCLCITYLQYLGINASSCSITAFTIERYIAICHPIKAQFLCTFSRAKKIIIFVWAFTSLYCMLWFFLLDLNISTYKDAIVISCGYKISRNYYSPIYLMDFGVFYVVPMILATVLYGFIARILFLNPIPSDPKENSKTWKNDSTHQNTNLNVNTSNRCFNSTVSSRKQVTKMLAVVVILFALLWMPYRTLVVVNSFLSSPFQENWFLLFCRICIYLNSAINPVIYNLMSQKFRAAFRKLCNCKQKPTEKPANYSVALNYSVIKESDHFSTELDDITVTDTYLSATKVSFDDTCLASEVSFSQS
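Fluo-8-loaded TRHR cells; 10 s baseline, compound added, kinetic Ca2+ fluorescence read 1/s, agonist mode.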
RXFP1 antag: qHTS Assay for Antagonists of the Relaxin Receptor RXFP1; HEK293-RXFP1, relaxin-stimulated cAMP HTRF, 30 min; active compounds read low; Relaxin receptor 1 (Homo sapiens), Q9HBX9; hit rate 0.59% among 350,000; activity change, negative = inhibition, % at 57.5 µM;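 active = activity change of -60% or lower, but not beyond a set lower limit; inconclusive = change between -60% and -40%, or beyond the set limit; inactive = change above -40%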; also: % is scaled to controls: 0 for no effect and ±100 for the full control effect
D1 agonist: Allosteric Agonists of the Human D1 Dopamine Receptor: qHTS; HEK293 T-REx D1 cells, calcium flux, agonist mode; activation, % at 2 µM; hit rate 1% among 360,000; AID 504660, 2011; also: 0% is about no effect
Target sequence (P21728 whole entry, looked up): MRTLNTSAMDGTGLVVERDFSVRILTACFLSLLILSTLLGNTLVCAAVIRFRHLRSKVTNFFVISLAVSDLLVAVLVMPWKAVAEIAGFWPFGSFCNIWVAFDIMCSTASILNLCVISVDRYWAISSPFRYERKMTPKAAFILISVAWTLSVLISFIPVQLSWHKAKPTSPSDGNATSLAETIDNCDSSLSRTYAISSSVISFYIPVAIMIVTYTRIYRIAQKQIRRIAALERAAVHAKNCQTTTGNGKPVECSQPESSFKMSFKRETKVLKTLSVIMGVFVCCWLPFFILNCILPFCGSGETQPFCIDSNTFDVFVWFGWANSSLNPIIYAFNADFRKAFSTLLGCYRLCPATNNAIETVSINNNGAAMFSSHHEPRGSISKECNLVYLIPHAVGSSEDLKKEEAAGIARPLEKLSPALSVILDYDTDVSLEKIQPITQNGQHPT
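Tetracycline-induced HEK293 TREx D1 cells, force-coupled to calcium signalling, were dye-loaded with a no-wash calcium kit. Compound was pin-added after a 10 s baseline. Fluorescence was read kinetically at 1 cycle/s for 180 s, with calcium rises flagged as agonism.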
D2 agonist: HTS Assay for Allosteric Agonists of the Human D2 Dopamine Receptor: Primary Screen for Agonists. D(2) dopamine receptor (Homo sapiens), P14416. HEK293 T-REx D2 cells, calcium flux agonist mode. activation, % at 2 µM. hit rate 0.53% among 340,000. AID 485358, 2010;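 active = activation over 3 SD above normal in the single-dose calcium agonist read, cut at about 30% in these data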; also: 0% is about no effect
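HEK293 Trex D2 cells, tetracycline-induced, o/n 30 C 5% CO2; no-wash Ca dye, RT 30–90 min; 10-cycle baseline, 23 nl cpd added, kinetic Ca read 180 s; agonist hits = positive Ca response.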
D1 potentiator: Potentiators of Human D1 Dopamine Receptor: qHTS | potentiation, % at 10 µM | D(1A) dopamine receptor (Homo sapiens), P21728 | hit rate 0.036% among 360,000 | HEK293 TREx D1 cells, calcium flux, dopamine EC20 potentiation; in the data active = potentiation above about 30%; also: 0% is about no effect
D2 potentiator: HTS Assay for Positive Allosteric Modulators of the Human D2 Dopamine Receptor: Primary Screen for Potentiators | D(2) dopamine receptor (Homo sapiens), P14416 | HEK293 T-REx D2, calcium flux, EC20 dopamine potentiation | potentiation, % at 10 µM | hit rate 0.34% among 340,000;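 active = potentiation over 3 SD above the plate norm, cut at about 30% in these data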; also: 0% is about no effect
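Tetracycline-induced HEK293 T-REx cells force-coupled to calcium signalling expressed D2; compounds were pin-added after a 10 s baseline, read kinetically 180 s, then an EC20 dopamine challenge followed with a further 180 s calcium read.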
D1 antag: Antagonist of Human D 1 Dopamine Receptor: qHTS | HEK293 TREx D1 cells, calcium flux, dopamine EC80; active compounds read low | hit rate 3.2% among 360,000 | activity change, negative = inhibition, % at 10 µM | D(1A) dopamine receptor (Homo sapiens), P21728; in the data active = activity change below about -30%; also: % is scaled to controls: 0 for no effect and ±100 for the full control effect
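Inducible Hek293 Trex D1 cells (tetracycline, overnight, 30 C). Calcium dye 30–90 min RT. Antagonist mode: EC80 dopamine added after 180 s compound read.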
TRHR PAM: qHTS for Small Molecule Agonists and Allosteric Enhancers of Human TRH Receptor: Primary Screen for Enhancers | TRHR cells, fluo-8 calcium fluorescence, EC20 TRH enhancement | enhancement, % at 2 µM | hit rate 0.66% among 360,000 | AID 493056, 2011; in the data active = enhancement above about 30%; also: 0% is about no effect
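TRHR-expressing cells loaded with fluo-8 calcium dye were read kinetically (ex 480/em 530) during compound addition, then stimulated with an EC20 of TRH (10 nM final). Enhancement of the Gq-mediated intracellular calcium response was scored.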
D2 antagonist: HTS Assay for Allosteric Antagonists of the Human D2 Dopamine Receptor: Primary Screen for Antagonists; AID 485344, 2010; inhibition, % at 10 µM; hit rate 2% among 340,000; HEK293 TREx D2 cells, calcium flux, dopamine EC80; D(2) dopamine receptor (Homo sapiens), P14416; in the data active = inhibition above about 30%; also: 0% is about no effect
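Inhibition of EC80 dopamine-driven calcium flux, recorded kinetically, defines activity here; cells are a tetracycline-induced HEK293 T-REx line expressing force-coupled D2.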
Numbers without * were called inactive; ? = inconclusive; · = no result given. Rule as the data show it, unless noted: active = activation above about 30%; inactive = the rest.

Every second line gives: TRHR agonist	RXFP1 antag	D1 agonist	D2 agonist	D1 potentiator	D2 potentiator	D1 antag	TRHR PAM	D2 antagonist
- Cn1[nH]c(=O)c(Cl)c(Cl)c1=O
→ 0.0	1	-1	-2.3	0	17	-5	2	0
- CCCCn1c2ccc(C)cc2c2nnc(SCCN3CCCCC3)nc21
→ 0.1	4	0	-0.1	-7	1	4	7	-5
- COc1ccc2c(C(F)(F)F)cc(=O)oc2c1C
→ -0.4	8	2	-2.3	15	7	5	4	-17
- COc1ccc(OC)c(CN2CCN(C(=O)c3ccc(NS(=O)(=O)c4cccc([N+](=O)[O-])c4)cc3)CC2)c1
→ -0.6	2	5	0.6	-2	10	-4	4	-5
- O=C(Nc1ccc2c(c1)OCO2)c1ccc(COc2ccc3c(c2)CCC3)o1
→ -0.8	16	-4	-0.3	0	-3	-1	-2	15
- CCC(C)NS(=O)(=O)c1ccc(NC(=O)c2ccc([N+](=O)[O-])cc2Cl)cc1 (centres undefined)
→ 0.7	5	4	-2.0	-4	5	-31*	-6	37*
- Cc1ccc(C(=O)Nc2ccc(N3CCN(C)CC3)cc2)c(Cl)c1
→ 0.3	5	0	-0.5	-8	0	-33*	-8	-9
- CCOc1ccc2[nH]c(=O)c(CN(Cc3cccnc3)C(=O)Nc3ccccc3OC)cc2c1
→ -0.8	-2	1	0.8	-6	3	-2	-3	-4
- CCCCSc1nc2c(cnn2-c2ccccc2)c(=O)n1N
→ -0.5	6	1	-1.2	3	4	3	0	3
- CCOc1cnc(-c2c(-c3c(Cl)cccc3Cl)noc2C)o1
→ -0.8	0	0	-1.7	2	6	-9	-5	-8
- COc1cc(C(=O)Nc2cccc(C(C)=O)c2)cc(OC)c1OC
→ 1.2	3	2	0.5	-3	0	3	5	15
- NS(=O)(=O)c1ccc(CCNC(=O)COC(=O)CCSc2ccc(Cl)cc2)cc1
→ -0.7	-9	16	-1.2	-9	7	-23	-6	-6
- O=C(CN1C(=O)C2CC=CCC2C1=O)OCc1cc(=O)n2cc(Br)ccc2n1 (centres undefined)
→ 0.0	2	3	-0.4	0	-19	-5	-4	1
- O=C(CN1CCN(S(=O)(=O)c2ccccc2)CC1)Nc1ccc2c(c1)OCO2
→ -0.1	-3	0	-0.5	-7	-5	-32*	-6	-4
- Cc1onc(-c2ccccc2)c1-c1csc(COc2ccccc2)n1
→ 0.2	0	14	0.9	-2	-5	6	-6	-1
- c1ccc(-n2nnnc2-n2nnc3ccccc32)cc1
→ 0.0	11	1	0.5	-1	4	7	1	-5
- CCOC(=O)c1cc2n(c1N)-c1ccccc1C2=O
→ 5.3	-3	5	-0.5	-4	-2	-11	7	-21
- Cc1ccc(C)n1C(CC(=O)O)c1ccc(C#N)cc1 (centres undefined)
→ 0.0	12	0	-0.6	8	8	4	-2	-19
- COc1ccc(-n2nc(C(=O)Nc3ccc(C)cn3)c3c4ccccc4n(C)c3c2=O)cc1
→ 0.8	2	-2	-0.4	3	0	6	1	·
- CC(C)=CCc1c(O)cc2oc3c(CC=C(C)C)c(O)c(O)c(CC=C(C)C)c3c(=O)c2c1O
→ 1.6	-14	3	3.5	-10	1	-5	16	5

Reprinted at random: 6 records from the list
Every second line gives: TRHR agonist	RXFP1 antag	D1 agonist	D2 agonist	D1 potentiator	D2 potentiator	D1 antag	TRHR PAM	D2 antagonist
- c1ccc(-n2nnnc2-n2nnc3ccccc32)cc1
→ 0.0	11	1	0.5	-1	4	7	1	-5
- COc1ccc(-n2nc(C(=O)Nc3ccc(C)cn3)c3c4ccccc4n(C)c3c2=O)cc1
→ 0.8	2	-2	-0.4	3	0	6	1	·
- CCC(C)NS(=O)(=O)c1ccc(NC(=O)c2ccc([N+](=O)[O-])cc2Cl)cc1 (centres undefined)
→ 0.7	5	4	-2.0	-4	5	-31*	-6	37*
- Cc1ccc(C)n1C(CC(=O)O)c1ccc(C#N)cc1 (centres undefined)
→ 0.0	12	0	-0.6	8	8	4	-2	-19
- CCCCSc1nc2c(cnn2-c2ccccc2)c(=O)n1N
→ -0.5	6	1	-1.2	3	4	3	0	3
- COc1ccc2c(C(F)(F)F)cc(=O)oc2c1C
→ -0.4	8	2	-2.3	15	7	5	4	-17

(list continues)
Abbreviations: A = TRHR agonist; B = RXFP1 antag; C = D1 agonist; D = D2 agonist; E = D1 potentiator; F = D2 potentiator; G = D1 antag; H = TRHR PAM; I = D2 antagonist
SMILES: Cc1ccc(-n2nc3ccc(N)cc3n2)c(C)c1
  A: 0.1; B: 12; C: -1; D: -0.9; E: -2; F: 2; G: -8; H: 14; I: 1

SMILES: Cc1c(C(=O)N(Cc2ccc(Cl)cc2)CC2CCCO2)oc2ccc(F)cc12 (centres undefined)
  A: 1.6; B: ?; C: 15; D: 1.1; E: 3; F: 7; G: 3; H: 0; I: ·

SMILES: O=C(c1cccc(S(=O)(=O)NCc2ccccc2)c1)N1CCN(c2ccc(F)cc2)CC1
  A: 0.0; B: -21; C: 10; D: 0.1; E: ·; F: 1; G: 2; H: 6; I: 11

SMILES: Cc1ccc(C(=O)Nc2cccc(NC(=O)c3cccnc3)c2)cc1
  A: -0.3; B: -1; C: 6; D: 0.0; E: -2; F: -11; G: -8; H: -3; I: 6

SMILES: Cn1c(=O)c(=O)n(C)c2cc(S(=O)(=O)Nc3ccc(OC(F)(F)F)cc3)ccc21
  A: 0.0; B: 6; C: 4; D: -0.5; E: 2; F: -9; G: 1; H: -5; I: -15

SMILES: Cc1ccc(S(=O)(=O)N2CCCC(CCC(=O)NCc3ccccc3F)C2)s1 (centres undefined)
  A: -3.3; B: -3; C: 0; D: -0.5; E: -8; F: -10; G: -12; H: 7; I: -18

SMILES: Cc1sc(NC(=O)Cc2ccc3c(c2)OCO3)nc1-c1ccc2c(c1)CCN2C(=O)c1cccc(F)c1
  A: 0.3; B: -4; C: 1; D: 0.7; E: 2; F: -2; G: -18; H: -2; I: 9

SMILES: CNc1nc(N)c([N+](=O)[O-])c(Nc2ccccc2OC)n1
  A: -1.2; B: -5; C: 1; D: 4.8; E: 6; F: 20; G: 10; H: 15; I: -23

SMILES: COc1ccccc1OCc1ccc(C(=O)N2CCCCC2)o1
  A: -0.8; B: 2; C: 1; D: 0.9; E: 2; F: 1; G: -9; H: 9; I: 14

SMILES: Cn1c(CN2CCOCC2)nnc1SCC(=O)Nc1nccs1
  A: 0.7; B: 0; C: 3; D: 0.2; E: -3; F: -1; G: 8; H: -1; I: -4

SMILES: CCOC(=O)c1cc(-c2ccc(C)c([N+](=O)[O-])c2)nc2c1c(=O)n(C)c(=O)n2C
  A: -0.2; B: ·; C: 0; D: 0.3; E: 1; F: -2; G: -12; H: -5; I: 1

SMILES: COCCNC(=O)C(c1ccc(C)cc1)N(C(=O)C(=O)NC1CCCC1)c1ccc2c(c1)OCCO2 (centres undefined)
  A: 1.0; B: -3; C: 3; D: 0.7; E: 0; F: 13; G: 26; H: -2; I: -14

SMILES: CCN(CC)CCN(C(=O)c1cc2ccccc2cc1OC)c1nc2ccc(OC)cc2s1
  A: 0.1; B: -10; C: 3; D: 0.3; E: -9; F: -7; G: -17; H: 0; I: -8

SMILES: CN1C(=S)N(c2cccnc2)C(=O)/C1=C\c1ccc(N(C)C)cc1
  A: 29; B: 6; C: 91*; D: 19; E: -3; F: 2; G: -13; H: -3; I: -3

SMILES: CN(C)CCNC(=O)c1coc(=O)c(Br)c1
  A: 1.4; B: 0; C: 1; D: -0.2; E: -6; F: 4; G: -9; H: -4; I: 6

SMILES: COc1cccc(OCc2cc(C(=O)N3CCC(c4ccncc4)CC3)no2)c1
  A: 0.3; B: 14; C: 14; D: 0.3; E: -11; F: -5; G: -36*; H: 1; I: -11

SMILES: O=C1c2cccnc2C(O)N1C1CCCCC1 (centres undefined)
  A: -0.6; B: -6; C: 2; D: 0.1; E: -1; F: 18; G: -1; H: 6; I: 10

SMILES: CC1CN(C(=O)c2ccc3c(c2)OCO3)OC(c2ccccc2)O1 (centres undefined)
  A: 0.2; B: -7; C: -1; D: -2.0; E: 0; F: 15; G: 1; H: 3; I: -4

SMILES: O=C1/C(=C/c2ccc(Cl)cc2)NC(=S)N1Cc1cccnc1
  A: -0.5; B: 1; C: 1; D: -0.8; E: -2; F: -5; G: 3; H: 1; I: 14

SMILES: CCOC(=O)C1=C(C)Nc2ccccc2N/C1=N\S(=O)(=O)c1cccc(Cl)c1
  A: -0.2; B: -1; C: 1; D: 0.1; E: -7; F: -1; G: 0; H: 2; I: 12

SMILES: O=C(c1cccc(Cl)c1)n1nc(-c2ccco2)nc1NCc1cccs1
  A: -0.2; B: -11; C: -1; D: -0.6; E: 1; F: ·; G: -3; H: 9; I: ·

SMILES: CCc1nc(Nc2ccc(N3CCN(C(C)=O)CC3)cc2)c2oc3ccccc3c2n1
  A: -2.8; B: -7; C: 1; D: 0.5; E: -3; F: 2; G: -18; H: 8; I: 14

SMILES: COc1cc(NC(=O)Cn2c(=O)n(Cc3ccccc3Cl)c(=O)c3cc(OC)c(OC)cc32)cc(OC)c1
  A: 2.2; B: ·; C: 6; D: 0.6; E: 4; F: 4; G: 0; H: 2; I: ·

SMILES: O=C(CN(c1cccc(Br)c1)S(=O)(=O)c1ccccc1)N1CCc2ccccc2C1
  A: -0.3; B: ·; C: 3; D: -3.4; E: -3; F: 5; G: -2; H: 6; I: ·

SMILES: COc1ccc(-n2c(Cc3cccn3C)nnc2SCC(=O)Nc2ccc(C)c(Cl)c2)cc1
  A: -1.0; B: ·; C: 2; D: -2.7; E: -4; F: 6; G: 6; H: 4; I: 8

SMILES: O=C(c1ccc(NS(=O)(=O)c2ccccc2)cc1)N1CCN(Cc2ccc3c(c2)OCO3)CC1
  A: -0.3; B: 8; C: 3; D: 15; E: -9; F: -34; G: -19; H: -1; I: -5

SMILES: COc1ccc(-n2c(/C=C/c3c(C)[nH]c4ccccc34)nc3ccccc3c2=O)cc1
  A: -1.8; B: ·; C: 0; D: -2.4; E: -2; F: 11; G: -57*; H: -1; I: ·

SMILES: Fc1ccccc1Oc1ncnc2c1oc1ccccc12
  A: -0.2; B: 2; C: 1; D: ·; E: -3; F: 1; G: -12; H: 6; I: ·

SMILES: O=C(OCC(=O)N1CCCC1)c1cccc(Br)c1
  A: 0.9; B: 1; C: 3; D: 5.8; E: -10; F: -7; G: 5; H: 2; I: -6

SMILES: COc1ccc(S(=O)(=O)N2CCC(C(=O)NN3CCCCC3)CC2)cc1OC
  A: -0.1; B: 5; C: 1; D: 0.6; E: -2; F: 2; G: -16; H: 0; I: 12

Screening results as filed in PubChem BioAssay.
